# Compound activity from PubChem BioAssay.
# Lipid droplet: hepatic lipid droplet formation modulation. 240,000 compounds, 0.4% hits. AML12 mouse hepatocytes, oleate lipid droplets, BODIPY imaging. inhibition, % at 6.5 µM. AID 1656;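 active means lipid droplet intensity inhibited by at least 50%, with more than 500 cells counted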
#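 Assay system: AML12 mouse liver cells | Compound dosing: One dose, 6.5 µM compound | Read-out basis: Droplet intensity reduction, % inhibition | Measured by: Fluorescence imaging, 20x objective, two fields per well | Schedule: Overnight treatment with compound plus oleate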
# NOD2 inhibition: NOD2 signaling inhibitors, cell-based, luminescence, uHTS, HEK293 (AID 1566) | HEK293 NOD2/NF-kB luciferase reporter, luminescence; higher % means a stronger effect | inhibition, % at 4 µM; hits with a dose series show EC50 in µM | 290,000 compounds, 0.63% hits; further: many of its hits are not listed in these tables
# XIAP antagonists: XIAP antagonists, biochemical, IAP family, fluorescence polarization (AID 1018); XIAP BIR domain, fluorescence polarization peptide displacement; higher % means a stronger effect; displacement, % at 20 µM; hits with a dose series show IC50 in µM; 200,000 compounds, 0.007% hits; in the data active means displacement above about 50%; further: a part of the inactive calls stands beside numbers as strong as those of hits
# LYP inhibition: inhibitors of LYP phosphatase, biochemical, fluorescence intensity, uHTS (AID 1779). recombinant LYP phosphatase, fluorescence intensity; higher % means a stronger effect. inhibition, % at 11.5 µM; hits with a dose series show IC50 in µM. 290,000 compounds, 0.054% hits;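 further: plate controls were vehicle with enzyme for no effect and no enzyme for full effect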
# M1AAP inhibition: malaria alanyl aminopeptidase activity blockers – biochemical, fluorogenic H-Leu-NHMec substrate, 1536-well (AID 1445). recombinant M1AAP, H-Leu-NHMec fluorogenic kinetic assay; higher % means a stronger effect. inhibition, % at 30 µM, or IC50 in µM where a hit was titrated. 220,000 compounds, 0.42% hits;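 active means primary inhibition above the hit cutoff, then over 50% inhibition at one or more dose response concentrations, cut at about 23% in these data, passing the limit was not always enough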;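 further: plate controls were DMSO full reaction for no effect and no enzyme background for full effect; strong numbers were not always called active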
# AID2073: inhibitors of Mint1-CaV2.2 protein interaction, biochemical, HTRF (AID 2073); one-dose inhibition, % at 20 µM; IC50 in µM for titrated hits; 290,000 compounds, 0.19% hits; HTRF protein-protein interaction, Mint1-CaV2.2; higher % means a stronger effect; in the data active means inhibition mostly above about 51%, no sharp cut-off; further: some results filed as inactive read as strong as hits
# P. falciparum M17LAP: P. falciparum M17LAP inhibitors, primary screen, biochemical, fluorogenic H-Leu-NHMec substrate, 1536-well (AID 1619); 220,000 compounds, 0.38% hits; inhibition, % at 30 µM, or IC50 in µM where a hit was titrated; recombinant M17LAP, H-Leu-NHMec fluorogenic kinetic assay; higher % means a stronger effect;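 active means compound inhibiting the enzyme by more than half at any dose during confirmatory dose-response retesting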;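 further: plate controls were full reaction with DMSO carrier for no effect and no enzyme background for full effect; strong numbers were not always called active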
# SIAH1 antagonists: Siah-1 peptide-binding antagonists, primary screen, biochemical, fluorescence polarization, rhodamine-plectin, uHTS (AID 1817) | Siah-1 / rhodamine-plectin peptide fluorescence polarization; higher % means a stronger effect | displacement, % at 20 µM; hits with a dose series show IC50 in µM | 290,000 compounds, 0.02% hits;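 active means displacement of at least 50% at 20 µM, with a fluorescence ratio check between 0.3 and a set limit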;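 further: plate controls were Siah plus tracer with DMSO for no effect and tracer alone without Siah for full effect; strong numbers were not always called active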
# CSM14.1 death rescue: protection against thapsigargin-triggered cell killing – 384-well, CSM14.1, ATP luminescence, primary screen (AID 1222); 190,000 tested, under 10 active; cellular ATP content (survival), % at 20 µM; hits with a dose series show EC50 in µM; CSM14.1 thapsigargin-induced death rescue, ATP luminescence; higher % means a stronger effect;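 active means EC50 below 50 µM in the dose-response confirmation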;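 further: death triggered by thapsigargin at about 15 µM added after 2 h compound pretreatment; cell ATP read after overnight thapsigargin exposure of roughly 18 to 22 hours; normalized against plate controls of thapsigargin alone and 5% DMSO vehicle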
# Lipid droplet cells 6.5 µM: recorded beside Lipid droplet, whose call it bears; cell count; measured here: cell count, cytotoxicity flag;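 cells counted across two imaged fields per well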
# Numbers without * were called inactive; x = no result given. Unless noted, no stated cut-off is given here; in the data, active means inhibition above about 50%; inactive means the rest. This is a subset; rates above refer to the full screens.
# Values run as follows: Lipid droplet | Lipid droplet cells 6.5 µM | NOD2 inhibition | XIAP antagonists | LYP inhibition | M1AAP inhibition | AID2073 | P. falciparum M17LAP | SIAH1 antagonists | CSM14.1 death rescue
1) C=COCCNC(=S)N1CCOCCOCCN(C(=S)NCCOC=C)CCOCC1
 : 13 | 668 | 5% | -4.7% | -5% | 1% | -22% | -16% | 3% | x
2) O=C(Cn1cc(C(=O)C2CCCCC2)c2ccccc21)NCC1CCCO1 (stereo not drawn)
 : 18 | 659 | -19% | -7.0% | 2% | 2% | -2% | -2% | -6% | -0.4%
3) COc1cc(NC(=S)Nc2ccccn2)cc(OC)c1OC
 : -13 | 680 | -7% | -1.5% | -5% | 3% | 1% | -6% | 14% | -0.3%
4) C/C(N)=C(/C#N)C(=O)COC(=O)C1CCN(C(=O)c2ccc(Cl)cc2)CC1
 : 29 | 678 | 15% | -7.0% | -3% | -1% | -2% | 9% | 38% | -0.9%
5) O=C(C[n+]1cc(-c2ccc(F)cc2)n2c1CCC2)c1cccs1
 : -5 | 705 | -36% | x | -15% | 3% | -2% | 2% | -3% | x
6) NNC(=O)CSc1nnnn1-c1ccccc1
 : -14 | 710 | 4% | x | -6% | -4% | 8% | -1% | -5% | x
7) Cc1cccc(CSc2nc3nc(C)cc(C)n3n2)c1
 : -12 | 703 | 13% | x | -9% | x | 2% | x | 3% | x
8) O=S(=O)(NCC1CCCN(Cc2ccccc2O)C1)c1cccc2cccnc12 (stereo not drawn)
 : -20 | 753 | -8% | x | -5% | x | 8% | x | 2% | x
9) Cc1sc2c(c1C)C(=O)/C(=C\Nc1ccccn1)S(=O)(=O)N2C
 : 8 | 738 | 24% | x | 2% | -1% | 16% | -2% | -1% | x
10) O=S1(=O)CCN(Cc2ccccn2)CC1
 : 15 | 678 | 14% | x | -9% | 3% | 23% | -2% | -4% | x
11) CN1C(=O)CCC1(O)c1ccccc1 (stereo not drawn)
 : 16 | 756 | 21% | -3.9% | -4% | 2% | -4% | 10% | -1% | 1.3%
12) CC(C)C(c1nnnn1Cc1cccs1)N1CCN(c2ccccc2)CC1 (stereo not drawn)
 : x | x | -2% | -1.7% | -4% | 1% | -6% | -5% | 2% | 0.1%
13) O=C(OCc1cccc([N+](=O)[O-])c1)c1cc(=O)[nH]c2ccccc12
 : 10 | 601 | 12% | -5.6% | -2% | 4% | 10% | -2% | 1% | -0.5%
14) CC(NC(=O)CCc1nnc(Cc2cccc(C(F)(F)F)c2)o1)C1CC1 (stereo not drawn)
 : 4 | 709 | -51% | -5.1% | -9% | x | -4% | x | -1% | 0.1%
15) CCCCN1C(=O)N(c2ccc(Cl)cc2)C(C)(O)CC1(C)C (stereo not drawn)
 : 23 | 428 | 9% | x | -1% | x | 4% | x | 3% | x
16) CC(=O)c1nc(N2C(=O)CC(Cc3cc(C)cc(C)c3)C2=O)sc1C (stereo not drawn)
 : -7 | 519 | 15% | -3.3% | -9% | 6% | 12% | 23% | 6% | -1.8%
17) CC(C)c1ccc(N(CC(=O)NC2CCCCC2)C(=O)CCC(=O)Nc2ccccn2)cc1
 : 10 | 747 | -15% | x | 2% | x | 4% | x | -3% | x
18) CCC(=O)N1CCc2cc(S(=O)(=O)CCC(=O)Nc3ccc(C)c(F)c3)ccc21
 : 0 | 670 | 2% | -11% | -1% | 4% | -8% | -2% | 5% | -2.2%
19) O=C(OCc1nc2ccccc2s1)c1ccco1
 : 5 | 747 | -12% | 3.0% | -6% | 6% | 6% | 5% | 3% | -0.8%
20) CCOc1ccc(C2CC(c3ccc(OC)cc3)n3ncnc3N2)cc1 (stereo not drawn)
 : -28 | 651 | 14% | 2.2% | -1% | 3% | 2% | 5% | 0% | x

# Values run as follows: Lipid droplet | Lipid droplet cells 6.5 µM | NOD2 inhibition | XIAP antagonists | LYP inhibition | M1AAP inhibition | AID2073 | P. falciparum M17LAP | SIAH1 antagonists | CSM14.1 death rescue
21) Cn1c(=O)c2sccc2n(Cc2ccc(Br)cc2)c1=O
 : x | x | 29% | x | -7% | x | 4% | x | -4% | x
22) COc1ccc(-c2nc(CS(=O)(=O)CC(=O)Nc3cccc(C(C)=O)c3)c(C)o2)cc1
 : 3 | 699 | 18% | x | -4% | x | 7% | x | -6% | x
23) O=S1(=O)CC(O)C(NCc2ccco2)C1 (stereo not drawn)
 : 12 | 774 | 16% | -1.9% | -4% | -2% | -1% | -1% | 3% | -0.6%
24) CCn1c(=O)n(CC)c2cc(N3CCCC3)c(NC(=O)c3ccccc3OC)cc21
 : -7 | 725 | -1% | x | -11% | x | -1% | x | 3% | x
25) Cc1ccc(NC(=S)NCCC(c2ccccc2)c2ccccc2)c(C)c1
 : -29 | 646 | -25% | -7.6% | 11% | -3% | -3% | 2% | 10% | -1.5%
26) CCOc1ccc(C(=O)CC(NCc2cccs2)C(=O)O)cc1 (stereo not drawn)
 : 27 | 672 | -2% | -1.9% | -3% | 3% | 35% | 6% | 7% | 0.5%
27) NC(=O)c1ccc(NC(=O)COC(=O)c2c3c(nc4ccccc24)/C(=C\c2cccs2)CCC3)cc1
 : 0 | 631 | 14% | -4.8% | 8% | 3% | 23% | 0% | 0% | -3.7%
28) NC(=O)NS(=O)(=O)Oc1ccccc1
 : -3 | 717 | -3% | x | -2% | x | -1% | x | 6% | x
29) COc1ccc(C(=O)O/N=C(\C)c2ccccc2)cc1
 : -11 | 648 | -16% | 2.4% | 1% | 2% | 12% | 7% | 3% | -3.9%
30) CS(=O)(=O)N1CCC(C(=O)Nc2ccc(F)cc2)CC1
 : 6 | 738 | 0% | x | -7% | x | 5% | x | 14% | x
31) O=C(NC1CSC/C1=N\O)c1ccccc1 (stereo not drawn)
 : x | x | -10% | -1.9% | 3% | 2% | -7% | -3% | -3% | 1.9%
32) COc1cccc(C(=O)Nc2cc([N+](=O)[O-])ccc2N2CCN(C)CC2)c1
 : x | x | 10% | -4.5% | -5% | 10% | -1% | 9% | -2% | -1.2%
33) C=CCn1c(SCC(=O)NC2CCCc3ccccc32)nnc1-c1ccncc1 (stereo not drawn)
 : -7 | 608 | 12% | -5.0% | -5% | -5% | 9% | 0% | 0% | -3.5%
34) COc1cccc(/C=C/c2n[nH]c(=O)c(C#N)c2C)c1
 : -1 | 825 | 12% | x | -7% | x | 8% | x | 7% | x
35) CC(/C=N/NC(=O)C(O)c1ccccc1)=C\c1ccccc1 (stereo not drawn)
 : x | x | -18% | -3.6% | -4% | 0% | -2% | 7% | 1% | 5.7%
36) COc1ccccc1CNC(=O)C1CCN(S(=O)(=O)c2cccc3nonc23)CC1
 : 29 | 822 | 3% | x | -5% | x | 9% | x | 1% | x
37) Cc1cc2cc3c(C)cc(=O)oc3c(C)c2o1
 : 2 | 842 | -12% | x | -6% | x | 20% | x | 9% | x
38) COCc1nnc(N)s1
 : -9 | 781 | -3% | -3.1% | -16% | -3% | 33% | -1% | -5% | -1.9%
39) Brc1ccc(OCCCCCN2CCOCC2)cc1
 : 0 | 717 | 11% | -0.9% | -9% | -1% | 1% | 2% | 11% | -2.7%
40) COc1ccc(-n2nnnc2SCC(=O)c2ccc(OC)c(OC)c2)cc1
 : x | x | 19% | -1.5% | -1% | 4% | 10% | 18% | -3% | 1.1%

41) Cc1cccc(CCNC(=O)CCS(=O)(=O)c2ccc3nc(C)sc3c2)c1
42) CCn1ncc(Br)c1C(=O)Nc1cccc(C(C)=O)c1
43) O=C1CN(CC(=O)N2CCCCC2)c2ccccc2O1
44) CC(C)CN1CCN(Cc2nc(C(C)C)cs2)CC1CCO (stereo not drawn)
45) O=C(Cc1ccccc1)Nc1ccc(NC(=O)c2ccco2)cc1
46) Cc1ccccc1NC1=NC2(CCCC2)N=C(N)N1
47) O=C(Nc1ccc(F)c(F)c1)c1cccnc1
48) CCN(CC(=O)NCc1ccc(Cl)cc1)C(=O)CNS(=O)(=O)c1ccc(NC(C)=O)cc1

Compound	41	42	43	44	45	46	47	48
Lipid droplet	-5	-5	x	6	-10	16	x	0
Lipid droplet cells 6.5 µM	835	802	x	721	612	688	x	719
NOD2 inhibition	9%	4%	6%	10%	-31%	12%	-6%	18%
XIAP antagonists	x	x	-1.0%	-3.8%	x	-2.6%	-2.4%	x
LYP inhibition	-2%	-4%	-7%	-4%	-6%	1%	-5%	-13%
M1AAP inhibition	x	x	6%	-1%	x	11%	-4%	x
AID2073	-1%	4%	-20%	7%	11%	-2%	6%	-16%
P. falciparum M17LAP	x	x	16%	-3%	x	-7%	-3%	x
SIAH1 antagonists	-4%	5%	0%	-8%	1%	2%	-2%	-4%
CSM14.1 death rescue	x	x	-0.4%	0.6%	x	-0.5%	-1.1%	x

49) CCOc1ccc(NC(=O)C/C(C)=N/NC(=O)COc2ccc(Br)cc2C)cc1
50) CCCC(=O)c1cc2cc(Cl)ccc2oc1=O
51) O=C(COc1ccc(Br)cc1Br)NC(=S)N1CCCc2ccccc21
52) Cc1nn(Cc2c(Cl)cccc2Cl)c(C)c1C(=O)NCc1ccc(C)n1C
53) CCn1c(=S)sc2c(=O)n(-c3ccccc3)c(SCC(=O)NCc3ccco3)nc21
54) COc1ccccc1OCCC(=O)OCC(=O)Nc1cc(S(=O)(=O)N2CCOCC2)ccc1Cl
55) Cc1cc(/C(N)=N/OC(=O)c2ccccc2Cl)no1
56) COc1ccc(NC(=O)c2cc(-c3ccccc3)on2)cc1OC

Compound	49	50	51	52	53	54	55	56
Lipid droplet	8	x	6	5	x	6	-9	3
Lipid droplet cells 6.5 µM	842	x	786	774	x	686	725	783
NOD2 inhibition	29%	10%	-8%	-3%	0%	16%	8%	15%
XIAP antagonists	x	-7.0%	-5.2%	-1.4%	-3.8%	-2.7%	x	x
LYP inhibition	-4%	-10%	-3%	-2%	-8%	-8%	-5%	-6%
M1AAP inhibition	x	2%	14%	11%	8%	-3%	2%	x
AID2073	13%	-3%	-17%	5%	22%	-4%	5%	-28%
P. falciparum M17LAP	x	-7%	3%	6%	20%	30%	-2%	x
SIAH1 antagonists	10%	4%	6%	0%	3%	7%	3%	-1%
CSM14.1 death rescue	x	-0.2%	2.2%	-0.6%	-1.6%	0.0%	x	x

# Four of these compounds in a different format:
No.	SMILES	Lipid droplet	Lipid droplet cells 6.5 µM	NOD2 inhibition	XIAP antagonists	LYP inhibition	M1AAP inhibition	AID2073	P. falciparum M17LAP	SIAH1 antagonists	CSM14.1 death rescue
49	CCOc1ccc(NC(=O)C/C(C)=N/NC(=O)COc2ccc(Br)cc2C)cc1	8	842	29%	x	-4%	x	13%	x	10%	x
50	CCCC(=O)c1cc2cc(Cl)ccc2oc1=O	x	x	10%	-7.0%	-10%	2%	-3%	-7%	4%	-0.2%
51	O=C(COc1ccc(Br)cc1Br)NC(=S)N1CCCc2ccccc21	6	786	-8%	-5.2%	-3%	14%	-17%	3%	6%	2.2%
52	Cc1nn(Cc2c(Cl)cccc2Cl)c(C)c1C(=O)NCc1ccc(C)n1C	5	774	-3%	-1.4%	-2%	11%	5%	6%	0%	-0.6%
